High-throughput results as filed in PubChem.
LEDGF integ inh = blocks HIV-1 LEDGF/p75-dependent DNA integration; TR-FRET IN-LEDGF/p75 DNA integration, Eu/Cy5; inhibition, % at 3.7 µM; 370,000 tested, 0.64% active;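 active means inhibition above the screen-wide mean plus 3 SD, cut at about 13% in these data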;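 further: signal is the Cy5 over europium emission ratio at 671 and 618 nm; 0% = plate median of compound wells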
Tn6 DDE FP = disrupts Tn6 cyclic peptide binding to fibrin D-Dimer-E complex. P02675. Fibrin DD(E) TRITC-Tn6 fluorescence polarization displacement. inhibition, % at 8.3 µM. 370,000 tested, 0.21% active. AID 720509;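 active means inhibition above a per-campaign cutoff: mean of compounds within control limits plus 3 SD, cut at about 15% in these data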;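 further: 0% = median of all compound wells on the plate and 100% = blocking peptide control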
Target sequence (P02675 whole entry, looked up): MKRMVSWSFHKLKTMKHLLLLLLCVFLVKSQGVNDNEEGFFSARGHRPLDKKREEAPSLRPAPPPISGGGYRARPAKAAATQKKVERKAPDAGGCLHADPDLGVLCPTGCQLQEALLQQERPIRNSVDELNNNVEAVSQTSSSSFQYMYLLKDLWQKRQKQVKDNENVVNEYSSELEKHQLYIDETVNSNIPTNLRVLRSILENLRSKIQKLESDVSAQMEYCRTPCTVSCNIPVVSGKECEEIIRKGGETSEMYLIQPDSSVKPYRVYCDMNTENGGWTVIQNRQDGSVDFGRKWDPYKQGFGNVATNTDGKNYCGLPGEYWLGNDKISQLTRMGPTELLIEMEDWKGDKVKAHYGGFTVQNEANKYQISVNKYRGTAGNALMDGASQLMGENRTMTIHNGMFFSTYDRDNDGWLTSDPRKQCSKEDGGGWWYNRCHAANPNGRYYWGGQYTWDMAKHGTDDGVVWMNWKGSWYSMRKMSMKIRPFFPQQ
DDE Tn7 FP inh = DD(E)-Tn7 binding inhibition, primary FP screen | P02675 | FP displacement of FITC-Tn7 peptide from fibrin DD(E); 0% = median of compound wells per plate | inhibition, % at 8.3 µM | 370,000 tested, 0.13% active;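 active means inhibition above the mean of compounds falling within the control limits plus 3 SD of them, cut at about 14% in these data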;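 further: 0% = plate median of compound wells and 100% = 10 µM Aha-Tn7 peptide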
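Assay system: Fibrin-DD(E) protein isolated from polymerized human fibrin clots; read-out basis: percent inhibition; medium: Tris/NaCl/CaCl2 buffer, pH 7.8; signal: FP measurement; incubation: 10 min plus 3 h, room temperature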
TCR-CD3 inh = blocks the human TCR-CD3 interaction | TAMRA-labeled TCR probe fluorescence, biochemical | 360,000 tested, 0.37% active | inhibition, % at 9.4 µM; in the data active means inhibition above about 19%;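 further: recombinant mutant TCR 2C K166C tagged with TAMRA read by polarization; 0% = receptor in buffer alone and 100% = receptor with positive control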
PRMT1 inh = PRMT1 (human) inhibition, primary screen; Q99873; recombinant PRMT1, activity-based probe fluorescence polarization; inhibition, % at 2.79 µM; 370,000 tested, 1.3% active; AID 652257;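 active means inhibition above about 21% made by adding two undisclosed values, limit read from the data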
MBD2 DNA inh = inhibitors of human MBD2 binding to methylated oligonucleotide; AID 686964; 370,000 tested, 0.31% active; Q9UBB5; TR-FRET; inhibition, % at 4.4 µM; in the data active means inhibition above about 13%
proKLK7 act = activates the human kallikrein-7 zymogen; P49862; purified proKLK7, EDANS-DABCYL substrate fluorescence; 100% is mature enzyme control, 0% vehicle; activation, % at 7 µM; 370,000 tested, 0.9% active;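 active means activation above the mean of all tested compounds plus 3 SD, computed per campaign excluding outliers beyond control limits, cut at about 13% in these data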
SIAE inh = human SIAE inhibition, primary screen | inhibition, % at 9.66 µM | Q9HAT2 | 370,000 tested, 0.69% active | SIAE FP-Rh probe binding, fluorescence polarization | AID 1053197;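 active means inhibition above a cutoff: mean of compounds within the control limits plus 3 SD of those, cut at about 17% in these data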;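 further: 0% = plate median of compound wells and 100% = probe without SIAE protein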
TDP2 inh = TDP2 (human) inhibition, absorbance primary screen; O95551; recombinant TDP2, T5PNP hydrolysis, p-nitrophenol absorbance 415 nm; inhibition, % at 12.8 µM; 370,000 tested, 0.34% active; AID 720702;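 active means inhibition above the mean of all tested compounds plus 3 SD, set per campaign, cut at about 25% in these data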;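 further: 0% = DMSO with enzyme and 100% = buffer with substrate but no TDP2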
Target sequence (O95551 whole entry, looked up): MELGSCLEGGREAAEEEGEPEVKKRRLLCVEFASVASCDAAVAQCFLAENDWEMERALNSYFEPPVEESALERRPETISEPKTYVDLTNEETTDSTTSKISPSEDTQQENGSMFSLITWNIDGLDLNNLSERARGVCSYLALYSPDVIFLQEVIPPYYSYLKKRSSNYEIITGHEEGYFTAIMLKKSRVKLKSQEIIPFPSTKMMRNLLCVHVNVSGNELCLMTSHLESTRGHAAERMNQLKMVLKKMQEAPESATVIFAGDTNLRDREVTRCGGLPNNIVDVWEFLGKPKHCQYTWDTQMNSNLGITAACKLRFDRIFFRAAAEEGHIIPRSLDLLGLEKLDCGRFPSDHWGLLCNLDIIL
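System – recombinant human TDP2 · Quantity – TDP2 enzyme at 120 nM final · Doses – single concentration, 12.8 µM nominal, with 1% DMSO · Incubation – 2 h at 37 °C · Measured by – epi absorbance of p-nitrophenol freed from T5PNP by hydrolysis · Read-out – % inhibition relative to enzyme-containing and enzyme-free wells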
UHRF1 MBD2 ctr = blocks human UHRF1 binding to methylated DNA; Q96T88; UHRF1 binding to methylated oligo, TR-FRET; inhibition, % at 4.4 µM; 370,000 tested, 0.75% active; AID 687016; in the data active means inhibition above about 21%;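 further: UHRF1 SRA domain binding a hemimethylated CpG hairpin DNA probe; 0% = median of test compound wells and 100% = reference inhibitor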
* hit, by the source's call.

SMILES	LEDGF integ inh	Tn6 DDE FP	DDE Tn7 FP inh	TCR-CD3 inh	PRMT1 inh	MBD2 DNA inh	proKLK7 act	SIAE inh	TDP2 inh	UHRF1 MBD2 ctr
COCCNC(=O)C1CC2Cn3c(nc4cc(Cl)c(Cl)cc43)C2N1C (stereo not given)	-2	9	9	7	1	-6	0.0	0	11	0
O=C(Cc1cccs1)Nc1ccccc1F	0	1	4	-6	1	2	0.7	-1	-15	1
COc1ccn(C2CCCCO2)c(=O)n1 (stereo not given)	4	-5	-6	4	-4	-3	0.1	4	6	0
O=C(O)C1CCCCC1C(=O)Nc1cccc(Br)c1 (stereo not given)	5	8	2	8	-1	40*	-0.5	-2	-13	67*
COc1ccc(NC(=O)c2cccc3c2C(=O)N(C2CCCCC2)C3)cc1	1	-5	2	-6	-2	-4	0.2	-3	10	4
Cc1ccc2nc(SCC(=O)Nc3cc(C)on3)[nH]c2c1	2	4	-2	5	0	-2	-0.2	-3	-10	-4
CCCS(=O)(=O)N1CCn2c(nc3ccccc32)C1	4	3	-4	4	-8	8	-0.2	-7	2	-1
O=C(/C=C/Nc1ccc(F)cc1)c1ccc(Br)cc1	-6	-8	1	-8	2	4	-2.3	-5	-8	4
Cc1cc(SCc2c(F)cccc2Cl)nc(=O)[nH]1	1	-4	-5	4	0	0	0.1	-1	12	0
Cc1nonc1C(=O)N/N=C/c1cccc(O)c1	1	-2	-6	0	0	-5	0.5	-3	-14	-3
COc1ccccc1CN(C)C(=O)CSc1nnc(C2CC2)n1C1CC1	-2	3	8	-1	-1	-3	0.8	0	-1	-1
Cn1cc(/C=N\O)nc2c(=O)n(-c3ccccc3)c(=O)nc1-2	7	-1	-2	5	3	1	2.3	11	-3	-1
Cc1ccc2c(c1)N=C(c1ccc(F)cc1)CO2	-5	2	3	3	4	-3	-0.5	0	-1	-6
Cc1cc2nc[nH]c(=O)n2n1	-1	2	-2	-5	4	4	0.4	0	8	-1
COc1ccc(CN(CC(=O)NCc2ccc(F)cc2)C(=O)CCC(=O)Nc2nccs2)cc1	4	2	2	-1	-1	3	0.3	-5	-15	-3
COC(=O)[C@]1(Cc2ccccc2)N[C@H](CN(C)S(=O)(=O)c2ccc(C(F)(F)F)cc2)[C@@H]2C(=O)N(Cc3ccccc3)C(=O)[C@@H]21	-5	-1	0	-5	2	1	0.7	-5	1	1
CS(=O)(=O)N(CC(=O)N1CCN(Cc2ccccc2)CC1)c1cccc(Cl)c1	-3	-4	-6	-1	-1	0	0.7	1	10	0
Cc1ccc2nc(NC(=O)CS(=O)(=O)Cc3ccccc3)sc2c1	-4	-1	-10	-2	5	1	-0.1	-10	-15	4
CC(C)c1ccc(/C=C/C(=O)n2nnc3ccccc32)cc1	0	-1	0	5	-1	3	0.1	-6	-4	0
CC(=O)c1c(C)[nH]c(C(=O)OCC(=O)NCC(C)C)c1C	-3	6	-3	-3	0	3	-0.1	11	6	-1
Cc1cccc(C(C)C)c1-n1nnnc1-c1ccccc1	0	-3	2	-6	-2	1	0.4	-2	4	-1
COCc1cc(C)nc2sc(C(=O)N3CCCC3)c(N)c12	-3	-3	-2	4	4	0	0.7	12	6	-1
Brc1nc(Br)n(Cc2ccccc2)n1	-4	-3	1	-1	7	3	0.2	-7	-2	2
COc1cccc(NC(=O)COc2ncnc3sc(C)c(C)c23)c1	2	4	0	5	-3	1	0.3	3	13	-5
OC(CN1CCCCC1)CN1CCCCC1	7	4	-4	4	-2	2	0.5	-5	-12	6
CC(C)CC(=O)N1CCC(O)(CS(=O)(=O)Cc2ccccc2Cl)CC1	2	-8	5	1	1	-1	0.3	3	9	-1
O=C(CSc1ccc2c(c1)OCCO2)Nc1ccccc1	1	0	5	-5	10	-3	-0.2	0	3	3
O=C1CCCc2c1nc(-c1cccc(Cl)c1)n2O	3	3	7	7	-1	2	-9.6	-5	-22	2
CCN1CCN(CCC(=O)Nc2ccc(Br)c(C)c2)CC1	-3	-9	0	-3	3	0	-0.3	-3	-1	0
CCc1nnc(N/N=C/c2cccs2)n1N	44*	7	-5	6	3	0	-0.3	4	69*	7
O=C(CN1C(=O)C2C3C=CC(C3)C2C1=O)NCCN1CCCc2ccccc21 (stereo not given)	0	0	3	3	3	2	0.0	8	11	-4
O=C(Nc1ccc(Cc2ccncc2)cc1)c1cc(F)c(F)cc1Cl	-6	-4	-2	-4	-2	-1	0.3	-7	9	1
CC12CCC(C(=O)Nc3ccc(SC(F)F)cc3)(CC1=O)C2(C)C (stereo not given)	5	-5	4	-7	14	-5	-0.7	-5	-14	0
O=c1[nH]c(=O)c2nc(-c3ccc(Cl)cc3)cnc2[nH]1	3	4	-2	7	-3	-4	57*	15	8	-2
O=C(Nc1c(Cl)cc2c(c1Cl)Cc1cc([N+](=O)[O-])ccc1-2)C(Cl)Cl	2	1	3	-2	9	6	-0.6	-13	-10	2
CC(C)CN(CC(C)C)C(=O)CN1C(=O)NC2(CCCc3ccccc32)C1=O (stereo not given)	-1	-4	13	5	-2	0	0.2	9	18	1
Cc1ccc(NC(=S)NNC(=O)c2c(Cl)c(C)nn2C)cc1	-4	8	3	8	2	1	0.1	10	-4	-4
COC(=O)CSCc1nc2ccccc2[nH]c1=O	-1	3	7	4	34*	0	2.1	9	0	-8
CCOC(=O)c1sc(N(Cc2ccccc2)C(=O)COC(=O)c2cnccn2)nc1C	0	6	0	-7	-2	-2	-0.1	-4	-6	-3
CN(CCOC(=O)c1ccc2c(c1)OCO2)C(C)(C)C	1	-1	-2	-3	-3	-2	-0.1	-2	3	1

Copied from the list.
OC(CN1CCCCC1)CN1CCCCC1 | MBD2 DNA inh: 2
CC12CCC(C(=O)Nc3ccc(SC(F)F)cc3)(CC1=O)C2(C)C (stereo not given) | LEDGF integ inh: 5

New compounds follow:
SMILES	LEDGF integ inh	Tn6 DDE FP	DDE Tn7 FP inh	TCR-CD3 inh	PRMT1 inh	MBD2 DNA inh	proKLK7 act	SIAE inh	TDP2 inh	UHRF1 MBD2 ctr
CC(=O)c1cccc(NC(=O)c2cccc(S(=O)(=O)N(C)C)c2)c1	0	3	1	0	-1	5	0.6	-1	0	1
CCOc1ccccc1N1CCN(S(=O)(=O)c2cc(C)ccc2OC)CC1	1	-5	0	4	-1	-4	0.4	5	0	-1
COP(=O)(OC)C(=NNS(=O)(=O)c1ccc(C)cc1)c1ccccc1	27*	2	5	-1	13	6	-0.3	-1	-1	2
CCC(=O)c1ccc(N2CCN(C(=O)COc3ccccc3F)CC2)c(F)c1	2	10	-9	0	-1	0	0.2	-3	-12	2
CCn1nc(C(=O)OCC(=O)c2cc(C)n(Cc3cccs3)c2C)c2ccccc2c1=O	0	-8	4	-2	-1	-3	-0.1	-6	0	-3
CC1CCc2c(sc(N)c2C(N)=O)C1 (stereo not given)	-2	2	2	13	14	-2	-1.2	1	-7	-4
CC(=O)N(/C=C1\SC(=S)N(c2ccccc2)C1=O)c1ccccc1	-2	6	3	-33	5	3	-0.2	-28	-14	-1
COC(=O)CCC(=O)N1CN2CN(C(=O)CCC(=O)OC)CC([N+](=O)[O-])(C2)C1	-1	0	-2	-4	2	-4	0.1	-2	-1	-1
CCOc1ccc(-n2c(SCC(=O)Nc3cc(OC)c([N+](=O)[O-])cc3C)nc3ccccc32)cc1	-3	0	1	-2	2	3	0.5	3	0	-1
CN1/C(=C\P(=O)(N(C)C)N(C)C)C(C)(C)c2ccccc21	-1	3	-6	-39	5	-2	-0.2	-148	7	-8
COCCN(CCOC)Cc1c(O)ccc2c1O/C(=C\c1ccc(C)o1)C2=O	40*	-1	-2	6	19	-1	2.1	8	-10	14
CCCCNC(=O)Nc1cc(C(F)(F)F)c[nH]c1=O	-1	1	-3	6	-1	-5	0.3	11	15	0
CC(C)C[C@@H]1Cc2[nH][nH]c(=O)c2[C@H](c2ccc(Cl)cc2)O1	0	9	-1	2	1	0	0.2	3	3	-7
CN(C)c1nc(NN)nc(Nc2ccc(F)cc2)n1	-2	4	12	3	-3	-6	-0.1	6	-18	-5
Cc1ccc(CNC(=O)CCS(=O)(=O)c2ccc3nc(C)sc3c2)cc1	3	5	-7	-2	-3	-3	0.7	2	-5	-5
CCC(=O)Nc1nnc(SCc2ccccc2F)s1	6	2	-4	5	-2	1	0.4	-6	-8	-2
COc1ccc(-c2nnc(SCC(=O)NCc3cccs3)n2CC(C)C)cc1	2	-2	7	11	-1	5	0.0	-13	-25	8
COC(=O)COc1cccc(NC(=O)c2ccc(Cl)cc2)c1	-4	-3	6	7	0	0	0.3	0	-7	-2
Cc1ccccc1OCc1nnc(SCC(=O)Nc2ccc3nc(SCC(=O)Nc4ccccc4)sc3c2)n1C	6	-9	-4	-6	-1	1	0.3	-56	-13	2

No new results follow: 13 of the compounds above.
SMILES	LEDGF integ inh	Tn6 DDE FP	DDE Tn7 FP inh	TCR-CD3 inh	PRMT1 inh	MBD2 DNA inh	proKLK7 act	SIAE inh	TDP2 inh	UHRF1 MBD2 ctr
CC(=O)c1cccc(NC(=O)c2cccc(S(=O)(=O)N(C)C)c2)c1	0	3	1	0	-1	5	0.6	-1	0	1
CCOc1ccccc1N1CCN(S(=O)(=O)c2cc(C)ccc2OC)CC1	1	-5	0	4	-1	-4	0.4	5	0	-1
COP(=O)(OC)C(=NNS(=O)(=O)c1ccc(C)cc1)c1ccccc1	27*	2	5	-1	13	6	-0.3	-1	-1	2
CCC(=O)c1ccc(N2CCN(C(=O)COc3ccccc3F)CC2)c(F)c1	2	10	-9	0	-1	0	0.2	-3	-12	2
CCn1nc(C(=O)OCC(=O)c2cc(C)n(Cc3cccs3)c2C)c2ccccc2c1=O	0	-8	4	-2	-1	-3	-0.1	-6	0	-3
CC1CCc2c(sc(N)c2C(N)=O)C1 (stereo not given)	-2	2	2	13	14	-2	-1.2	1	-7	-4
CC(=O)N(/C=C1\SC(=S)N(c2ccccc2)C1=O)c1ccccc1	-2	6	3	-33	5	3	-0.2	-28	-14	-1
COC(=O)CCC(=O)N1CN2CN(C(=O)CCC(=O)OC)CC([N+](=O)[O-])(C2)C1	-1	0	-2	-4	2	-4	0.1	-2	-1	-1
CCOc1ccc(-n2c(SCC(=O)Nc3cc(OC)c([N+](=O)[O-])cc3C)nc3ccccc32)cc1	-3	0	1	-2	2	3	0.5	3	0	-1
CN1/C(=C\P(=O)(N(C)C)N(C)C)C(C)(C)c2ccccc21	-1	3	-6	-39	5	-2	-0.2	-148	7	-8
COCCN(CCOC)Cc1c(O)ccc2c1O/C(=C\c1ccc(C)o1)C2=O	40*	-1	-2	6	19	-1	2.1	8	-10	14
CCCCNC(=O)Nc1cc(C(F)(F)F)c[nH]c1=O	-1	1	-3	6	-1	-5	0.3	11	15	0
CC(C)C[C@@H]1Cc2[nH][nH]c(=O)c2[C@H](c2ccc(Cl)cc2)O1	0	9	-1	2	1	0	0.2	3	3	-7
